CRFR2-BP ag – agonists of human CRF-binding protein/CRF-R2 receptor complex. HEK293 CRF-R2/CRF-BP, calcium dye fluorescence (FLIPR); percent of saturating CRF peptide response. activation, % at 13.2 µM. 0.46% of 350,000 active;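 active means activation of at least 50%, plus an integration ratio under a set limit after plate pattern correction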;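 further: plate controls were neutral control wells without compound for no effect and CRF at EC100 for full effect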
CHRM5 agonist – agonists of human muscarinic M5 receptor (CHRM5); P08912; activation, % at 3 µM; CHO-K1 hM5 cells, Fluo-8 calcium fluorescence; 0% DMSO wells, 100% maximal acetylcholine response; 0.19% of 360,000 active;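 active means activation above the run's mean over test compounds plus 3 SD, cut at about 23% in these data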;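 further: signal is peak over basal fluorescence ratio across the kinetic read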
M5 PAM – potentiates acetylcholine response at human M5 receptor; CHO-K1 hM5, Fluo-8 calcium, ACh EC20 PAM; 0% = ACh EC20, 100% = ACh EC100; activation, % at 3 µM; 0.3% of 360,000 active;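 active means activation above the run cutoff, the mean activation of all test compounds plus 3 SD, cut at about 18% in these data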
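System: CHO-K1 hM5 cells. Reagent: acetylcholine, EC20 level. Compound dosing: single dose, 3 µM nominal final test concentration. Timing: Post-acetylcholine fluorescence recording 140 s. Detection: Fluo-8 calcium fluorescence. Read-out: % activation, ACh-normalized. Benchmarks: ACh EC20 and EC100 wells. Repeats: singlicate, one well per test compound.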
TAAR1 ag – agonists of human TAAR1. 0.99% of 360,000 active. Q96RJ0. activation, % at 3 µM. CHO RD-HGA16 TAAR1, Fluo-8 calcium fluorescence; vehicle wells 0%, saturating PEA agonist 100%;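 active means activation above the mean activation of all test compounds in the run plus 3 SD, cut at about 38% in these data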
Target sequence (Q96RJ0 whole entry, looked up): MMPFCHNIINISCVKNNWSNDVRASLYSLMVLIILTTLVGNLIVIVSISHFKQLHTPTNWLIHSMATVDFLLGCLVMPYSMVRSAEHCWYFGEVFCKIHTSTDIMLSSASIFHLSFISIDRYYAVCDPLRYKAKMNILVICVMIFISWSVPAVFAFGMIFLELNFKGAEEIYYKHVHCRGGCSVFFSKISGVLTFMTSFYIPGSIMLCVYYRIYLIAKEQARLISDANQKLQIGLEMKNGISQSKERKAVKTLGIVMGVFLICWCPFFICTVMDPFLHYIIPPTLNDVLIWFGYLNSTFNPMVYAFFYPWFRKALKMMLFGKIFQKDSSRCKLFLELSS
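System: CHO RD-HGA16 cells carrying human TAAR1 plus Gα16; Incubation: 17-24 h seeding, 75 min 37 °C dye, 30 min RT; Measured by: Fluo-8 fluorescence, 5 s baseline then 140 s kinetic read; Control set: DMSO and PEA EC100; Replication: single well for each compound.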
CHRM4 PAM – CHRM4 positive allosteric modulation | activation, % at 3 µM | 0.4% of 360,000 active | AID 624126 | P08173 | CHO-K1 hM4/Gqi5, Fluo-8 calcium fluorescence, ACh EC20; 0% = ACh EC20, 100% = maximal ACh;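 active means activation above its plate's cutoff, the mean activation of sample wells plus 3 SD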; further: some results filed as inactive read as strong as hits
Target sequence (P08173 whole entry, looked up): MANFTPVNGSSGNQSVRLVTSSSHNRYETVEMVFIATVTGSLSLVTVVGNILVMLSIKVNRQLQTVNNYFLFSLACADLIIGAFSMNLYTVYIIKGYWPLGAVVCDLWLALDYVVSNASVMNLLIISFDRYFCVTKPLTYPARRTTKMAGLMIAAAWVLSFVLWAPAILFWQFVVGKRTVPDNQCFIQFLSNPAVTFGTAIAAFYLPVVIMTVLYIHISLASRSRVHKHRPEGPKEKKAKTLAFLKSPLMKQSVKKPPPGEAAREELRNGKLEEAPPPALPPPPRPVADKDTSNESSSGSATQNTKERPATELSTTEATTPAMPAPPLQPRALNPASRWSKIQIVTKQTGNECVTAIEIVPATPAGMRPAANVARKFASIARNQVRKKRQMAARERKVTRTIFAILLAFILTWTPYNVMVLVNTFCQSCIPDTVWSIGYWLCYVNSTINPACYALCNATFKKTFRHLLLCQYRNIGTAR
CHO-K1 Ca PAM – M1 PAM counterscreen hit in parental CHO-K1 cells; ATP EC20, Fluo-8 calcium fluorescence; 0% at ATP EC20, 100% at ATP max; 0.02% of 360,000 active; activation, % at 3 µM; AID 602247;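 active means activation above the run cutoff, the mean activation of all test compounds plus 3 SD, cut at about 40% in these data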;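 further: peak over basal fluorescence ratio in a 140 s read after ATP addition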
TAAR1 antag – human TAAR1 antagonism; 1.5% of 360,000 active; inhibition, % at 3 µM; CHO RD-HGA16 TAAR1, Fluo-8 calcium fluorescence, antagonist;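 active means inhibition above a per-plate cutoff, the mean inhibition of test compounds on that plate plus 3 SD, cut at about 49% in these data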;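 further: 0% = DMSO plus EC80 beta-PEA response and 100% = DMSO alone without agonist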
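Test system: hTAAR1-expressing CHO RD-HGA16 cells, Gα16-coupled; Probe or stimulus: EC80 β-phenethylamine stimulus; Compound dosing: single nominal final test compound concentration of 3 µM; Timing: 140 s kinetic read after compound, 140 s after agonist; Signal: Fluo-8 calcium-sensitive fluorescence; Measure: % inhibition of agonist calcium response; Controls: DMSO and EC80 PEA controls.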
CRFBP-R2 block – CRF-BP/CRF-R2 complex antagonism | 0.59% of 350,000 active | HEK293 CRF-R2/CRF-BP, CRF-induced calcium fluorescence | inhibition, % at 11.8 µM | AID 588475;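 active means inhibition of the ligand-induced calcium signal above about 50% at the single tested concentration, limit read from the data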
M5 antag – antagonists of human muscarinic M5 receptor (CHRM5); P08912; CHO-hM5 cells, Fluo-8 calcium fluorescence, ACh EC80; inhibition, % at 3 µM; 0.59% of 360,000 active; AID 624040;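 active means inhibition above a per-plate cutoff, the mean of that plate's test compounds plus 3 SD, cut at about 27% in these data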;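 further: 0% = acetylcholine EC80 with DMSO and 100% = DMSO without agonist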
The depositor's hits bear a star; · = not tested or not shown. Hits appear at their usual frequency. Share with any hit: about 4.2%.

Values run as follows: CRFR2-BP ag, CHRM5 agonist, M5 PAM, TAAR1 ag, CHRM4 PAM, CHO-K1 Ca PAM, TAAR1 antag, CRFBP-R2 block, M5 antag
COc1ccc(S(=O)(=O)N2CCN(CC(=O)N3c4ccccc4CC3C)CC2)cc1OC (centres undefined)
→ -0.6, -5, 2, -2, 1, 10, -16, 2, -6
COc1ccc(CN(C)C(=O)c2cc(S(=O)(=O)N3CCCCCC3)ccc2OC)cc1OC
→ -1.4, -1, -2, 4, -5, 9, -14, 1, 16
O=C(COC(=O)c1cccc(OC(F)F)c1)NC(=O)NC1CCCCC1
→ -0.7, -5, -2, 0, 5, 16, -17, -3, 4
N#CCN1C(=S)N=C(Nc2cccc(Cl)c2)C12CCCCC2
→ 4.4, -6, -4, 12, -4, 13, -6, -21, -9
Cc1cccc2nc(CSc3nncn3-c3ccccc3)cn12
→ -3.8, -3, -1, 1, -4, 6, 4, -6, -2
Cn1cnc([N+](=O)[O-])c1Sc1ncnc2nc[nH]c12
→ -0.1, 6, -10, 11, -5, 6, -17, 2, 8
O=C(O)Cn1cnc2ccccc2c1=O
→ -0.1, 0, 4, 1, 5, 20, 5, -7, 1
CC(=O)Nc1ccc(N/C=C/C(=O)c2ccco2)cc1
→ -0.6, -1, -4, 4, -5, -8, 9, 4, 1
Cc1ccc(-n2nc(C(=O)O)c(O)cc2=O)cc1
→ 0.2, 2, -9, -2, -8, 12, 4, 6, 7
CCCCCOc1ccc(C(O)C(CN2CCOCC2)c2ccccc2)cc1 (centres undefined)
→ 2.3, -14, 1, 0, 3, 25, -4, 0, 8
O=C(NCc1ccco1)C(=O)NCC1OCCN1S(=O)(=O)c1ccccc1 (centres undefined)
→ 4.4, 1, 2, 1, 12, 17, -17, 6, -1
CCC(=O)N1CCc2cc(S(=O)(=O)N(C)c3ccc(OC)cc3OC)ccc21
→ -1.1, -1, -4, 5, 9, -7, 21, 16, 9
O=C(CN1C(=O)c2ccccc2C1=O)OCC(=O)N1CCN(c2ccccc2)CC1
→ 3.6, 4, -24, 0, -7, -4, 15, 24, 17
CCCCCCCC(=O)Nc1cc(C(=O)NCCC)ccc1N1CCC2(CC1)CC(c1ccccc1)=NO2
→ 0.5, -1, 5, -1, 11, 9, -1, 6, 6
CCN(CC)C(=O)C1=C(C)N(CCCOC)C(=O)C(CC(=O)NCCCCc2ccccc2)C1 (centres undefined)
→ -0.3, 0, 2, 24, 1, 9, -12, -2, -8

Arranged by molecular weight (lowest first): five of the compounds above
Values run as follows: CRFR2-BP ag, CHRM5 agonist, M5 PAM, TAAR1 ag, CHRM4 PAM, CHO-K1 Ca PAM, TAAR1 antag, CRFBP-R2 block, M5 antag
CCCCCOc1ccc(C(O)C(CN2CCOCC2)c2ccccc2)cc1 (centres undefined)
→ 2.3, -14, 1, 0, 3, 25, -4, 0, 8
CCC(=O)N1CCc2cc(S(=O)(=O)N(C)c3ccc(OC)cc3OC)ccc21
→ -1.1, -1, -4, 5, 9, -7, 21, 16, 9
O=C(CN1C(=O)c2ccccc2C1=O)OCC(=O)N1CCN(c2ccccc2)CC1
→ 3.6, 4, -24, 0, -7, -4, 15, 24, 17
COc1ccc(S(=O)(=O)N2CCN(CC(=O)N3c4ccccc4CC3C)CC2)cc1OC (centres undefined)
→ -0.6, -5, 2, -2, 1, 10, -16, 2, -6
COc1ccc(CN(C)C(=O)c2cc(S(=O)(=O)N3CCCCCC3)ccc2OC)cc1OC
→ -1.4, -1, -2, 4, -5, 9, -14, 1, 16

Additional results
Values run as follows: CRFR2-BP ag, CHRM5 agonist, M5 PAM, TAAR1 ag, CHRM4 PAM, CHO-K1 Ca PAM, TAAR1 antag, CRFBP-R2 block, M5 antag
Cc1cc(=O)[nH]c(N/N=C/c2c(O)n(-c3ccccc3)c(=O)c3ccccc23)n1
→ -0.7, -1, -2, 2, -4, 13, -2, -3, -1
CC(=O)Nc1ccc(/C=N/Nc2nc3ccccc3s2)cc1
→ -1.1, 16, -1, 26, -5, 13, -10, 2, 9
NC(=O)[C@@H]1CCCN1C(=O)c1cc(COc2ccc(F)cc2F)on1
→ 2.0, 1, -1, 0, 3, 2, 4, -22, -3
COc1ccc(/C=N/Nc2cc(C)nc(N3CCOCC3)n2)cc1
→ -2.5, 8, -10, 1, -1, -20, -24, 10, 0
COc1ccc(S(=O)(=O)Nc2ccc(S(=O)(=O)Nc3nc(C)cc(C)n3)cc2)cc1OC
→ 3.0, 1, -5, 6, -3, 9, -12, 15, 6
Nc1nc(C2C(=O)CCCC2=O)cs1
→ 6.2, -1, 3, 2, 3, 20, 0, 33, 2
CCCC(=O)NCCc1cc2cc(C)c(C)cc2[nH]c1=O
→ 1.5, 1, -2, 0, 0, -15, -8, -4, -7
O=C1CSc2ccc(S(=O)(=O)N3CCN(c4ccccc4)CC3)cc2N1
→ -0.9, -1, -3, 3, 0, -1, -14, -4, 6
CN(Cc1ccccc1)C(=O)c1ccc(NC(=O)Cc2cccc(NC(=O)C3CCCN(C(=O)CCc4ccccc4)C3)c2)cc1 (centres undefined)
→ 1.7, -1, 7, 1, 2, 22, -7, 4, 11
c1cc(-n2cnnn2)ccc1NC1=NCCC1
→ 0.8, -2, 2, 5, 7, 15, -6, 7, -8
COc1ccc(C(=O)C2CCCN(Cc3ccc4c(c3)OCCO4)C2)cc1F (centres undefined)
→ 4.6, -13, 2, 2, -25, 13, -20, -12, -3
COc1cccc(NC(=O)[C@@H]2CCC(=O)N2C2OC(=O)c3ccccc32)c1 (some centres undefined)
→ -2.4, 2, 0, 0, 1, 11, -9, -4, 6
Cc1cccc(S(=O)(=O)NCCc2cn3ccccc3n2)c1
→ -1.3, -3, 0, 0, 2, 16, 3, 0, -3
CCCCNC(=O)N1CCC(CCC(=O)N(C)Cc2ccccc2)CC1
→ -0.8, 1, 0, 2, 1, 12, -21, -2, -12
COc1ccc2c(=O)c(N3C(=O)c4ccccc4C3=O)c(C)oc2c1
→ 0.7, 2, -1, 3, 7, 20, 0, -11, 6
COC(=O)C1=C(C)NC2=C(C(=O)CCC2)C1c1coc2ccccc2c1=O (centres undefined)
→ -0.6, -5, -2, 0, 0, 9, 6, -4, 1
CCC(=O)Oc1ccc2ccccc2c1CNC(=O)c1ccccc1
→ -1.8, -4, -7, 1, 0, 4, -2, 2, 9
COc1ccc(OC(C)C(=O)NC2CCCCCC2)cc1 (centres undefined)
→ 2.6, -7, 3, 1, 7, 13, -18, 8, 8
COCC1CCCCN1C(=O)c1cccc(OC2CCN(C(=O)C3CC3)CC2)c1 (centres undefined)
→ 1.4, -6, -2, -1, -3, -8, -23, -3, -16
CCCOc1ccc(/C=C/C(=O)NC2CCCCC2)cc1
→ 0.0, 0, -2, -2, 3, -7, -7, -3, 9
O=C1NC[C@H](CCCCN2C[C@H](Cc3ccc(O)cc3)N(CCc3ccccc3)C(=O)C2=O)N(CC2CCCCC2)C1=O
→ ·, -5, 9, 1, 9, -2, -7, ·, -13
Fc1ccc(COc2ccccc2C(=S)N2CCCC2)cc1
→ 0.3, -8, -12, -1, -28, 4, -2, 24, 0
CCC(C(=O)NC1CCCC1)N(C(=O)Cn1nnc(-c2ccc(C)cc2)n1)C1CCCC1 (centres undefined)
→ -1.3, -6, -5, 2, -9, 15, -18, -1, 1
COc1cc(NC(=O)c2cccnc2SC)cc(OC)c1
→ -3.4, -1, 1, -1, 1, -4, 6, 9, 6
Cc1onc(-c2c(Cl)cccc2Cl)c1NC(=O)NNc1ccccn1
→ -2.6, -3, 4, 5, 9, -4, 15, 1, 8
CN1C(=O)CSC1=Nc1cccc(Cl)c1
→ -0.1, -2, -4, -1, 2, 4, -18, 11, 13
CCCCOc1ccccc1C(=O)NCCCCCC(=O)O
→ -0.6, -6, -7, -2, -2, 17, 9, 8, -1
O=C(Nc1cccc2nsnc12)c1cccnc1
→ -1.8, -3, -2, 5, 3, -13, 5, 44, -4
COc1cccc(/C=N/NC(=O)Cn2ccnc2C)c1
→ 0.1, -3, -2, 0, -2, 25, 1, 2, 0
Cc1c(NC(=O)C(C)Oc2cccc(Cl)c2)c(=O)n(-c2ccccc2)n1C (centres undefined)
→ -1.6, -1, 0, -1, 5, 11, -16, 2, 6

3 of the entries above in order of the CRFR2-BP ag value, smallest number first:
molecule	CRFR2-BP ag
COc1cc(NC(=O)c2cccnc2SC)cc(OC)c1	-3.4
COC(=O)C1=C(C)NC2=C(C(=O)CCC2)C1c1coc2ccccc2c1=O (centres undefined)	-0.6
CCCOc1ccc(/C=C/C(=O)NC2CCCCC2)cc1	0.0

Later entries:
Values run as follows: CRFR2-BP ag, CHRM5 agonist, M5 PAM, TAAR1 ag, CHRM4 PAM, CHO-K1 Ca PAM, TAAR1 antag, CRFBP-R2 block, M5 antag
CNNC(=O)C(=O)NNS(=O)(=O)c1ccccc1
→ -1.5, 3, 5, 6, 8, 24, 8, 5, 1
Cn1c(=O)c2c(nc(NC3CCCCC3)n2Cc2ccccc2)n(C)c1=O
→ -0.5, 0, -4, 1, -3, 19, -17, -5, 5
O=C(OCCNc1nc(-c2ccccc2)nc2ccccc12)c1cccnc1
→ -1.8, -4, -4, 8, -6, 3, 41, -18, 3
CC(C)c1ccc(/C=N/NC(=O)c2c(Cl)cnn2C)cc1
→ -1.7, -1, -6, 0, 2, 9, 17, 7, 5
CNc1nc(-c2c[nH]c3ccccc23)cs1
→ 2.0, -1, 0, 1, 9, 9, -15, 2, 3

In the list so far, these contain fluorine.
Values run as follows: CRFR2-BP ag, CHRM5 agonist, M5 PAM, TAAR1 ag, CHRM4 PAM, CHO-K1 Ca PAM, TAAR1 antag, CRFBP-R2 block, M5 antag
O=C(COC(=O)c1cccc(OC(F)F)c1)NC(=O)NC1CCCCC1
→ -0.7, -5, -2, 0, 5, 16, -17, -3, 4
NC(=O)[C@@H]1CCCN1C(=O)c1cc(COc2ccc(F)cc2F)on1
→ 2.0, 1, -1, 0, 3, 2, 4, -22, -3
COc1ccc(C(=O)C2CCCN(Cc3ccc4c(c3)OCCO4)C2)cc1F (centres undefined)
→ 4.6, -13, 2, 2, -25, 13, -20, -12, -3
Fc1ccc(COc2ccccc2C(=S)N2CCCC2)cc1
→ 0.3, -8, -12, -1, -28, 4, -2, 24, 0

Screening data: PubChem, several laboratories
